Assay outcomes: PubChem, National Center for Advancing Translational Sciences (NCATS)
AMA1-RON2 inh – qHTS for Inhibitors of AMA1-RON; Towards Development of Antimalarial Drug Lead: Primary Screen; Plasmodium falciparum AMA1 (3D7) - RON2 peptide interaction; AlphaScreen AMA1-biotinylated RON2 peptide binding; 0.2% of 360,000 active; Potency, µM (series often up to 58.2 µM), for inactives: top-dose activity change, negative = inhibition, actives largely listed as inhibitors;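 further: potency means the concentration at half of the fitted maximal effect; 0% = vehicle wells and -100% = peptide control; nearly all actives have a fitted effect of over 45% in size; some results filed as inactive show a strong effect at the top dose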
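AMA1 (3D7) with his tag at 25 nM final met compounds first, then biotinylated RON2 peptide at 25 nM; detection used donor plus acceptor beads, 10 µg/mL apiece, read by AlphaScreen after 30 min at room temperature.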
AmpC inh no detg – qHTS Inhibitors of AmpC Beta-Lactamase (assay without detergent) | P00811 | AmpC nitrocefin hydrolysis, absorbance 480 nm, 0.0001% Triton | Potency, µM (top dose mostly 57.1 µM), for the others: at the highest dose activity change, negative = inhibition, actives largely listed as inhibitors | 0.52% of 330,000 active;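 further: potency means the concentration at half of the fitted maximal effect; plate controls were no compound for no effect and no enzyme for full effect; nearly all actives have a fitted effect of over 20% in size; some results filed as inactive show a strong effect at the top dose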
Target sequence (P00811 whole entry, looked up): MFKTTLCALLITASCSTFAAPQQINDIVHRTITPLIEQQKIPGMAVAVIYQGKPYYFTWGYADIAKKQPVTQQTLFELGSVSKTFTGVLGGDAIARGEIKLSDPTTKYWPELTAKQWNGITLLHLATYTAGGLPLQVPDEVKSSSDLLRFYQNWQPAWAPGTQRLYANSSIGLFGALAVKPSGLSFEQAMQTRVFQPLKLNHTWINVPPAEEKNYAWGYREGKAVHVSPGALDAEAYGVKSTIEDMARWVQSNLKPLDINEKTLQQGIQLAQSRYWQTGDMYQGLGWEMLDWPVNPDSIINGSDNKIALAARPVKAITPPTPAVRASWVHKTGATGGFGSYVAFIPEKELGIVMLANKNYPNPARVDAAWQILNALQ
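20 mM phosphate pH 7.0 + 0.01% (detergent screen) or 0.0001% Triton X-100; 5.3 nM AmpC reagent; cpd preinc 15 min RT; nitrocefin (800 uM stock) to start; A480 q20 s × 4 min; Activity was normalised to no-enzyme and no-compound control wells.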
AmpC inh detg – qHTS Inhibitors of AmpC Beta-Lactamase (assay with detergent) | P00811 | AmpC hydrolysis of nitrocefin, absorbance 480 nm, 0.01% Triton | Potency, µM (series often up to 114 µM), for the others: at the top dose activity change, negative = inhibition, most hits filed as inhibitors | 0.041% of 370,000 active | AID 485294, 2010;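 further: potency means the concentration at half of the fitted maximal effect; 0% = no-compound wells and -100% = no-enzyme wells; nearly all actives have a fitted effect of over 25% in size; some results filed as inactive show a strong effect at the top dose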
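AmpC (5.3 nM in the dispensed reagent) in 20 mM phosphate pH 7.0 with 0.01% (detergent screen) or 0.0001% Triton X-100 was preincubated with compounds for 15 min at room temperature. Nitrocefin was then added from an 800 uM solution, and hydrolysis was followed at 480 nm.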
HCV inh – qHTS Assay for Inhibitors of Hepatitis C Virus (HCV); 3.4% of 340,000 active; Potency, µM (highest dose often 41.8 µM), for the others: top-dose activity change, negative = inhibition, hits mostly inhibitors; AID 651820, 2012; Huh7.5.1 HCVcc-Cre infection, luciferase reporter, 44 h; further: potency means the concentration at half of the fitted maximal effect
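1,000 cells/well; 4 h culture; + compound; + HCVcc-Cre (~0.5 moi); 44 h; luciferase substrate, RT 15 min; read 15 sec.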
HCMV inh – qHTS Assay for inhibitors of the human cytomegalovirus (HCMV); AID 1259415, 2018; 4.5% of 410,000 active; activity change, negative = inhibition, % at 57.5 µM; HFF cells, HCMV-luciferase reporter, 72 h; hits give low values; in the data active means activity change below about -60%; inconclusive means no clear call, values can overlap the other calls; inactive means above about -39%
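Compounds were evaluated in HFFs infected with an HCMV luciferase reporter virus (MOI 1 PFU/cell). Luciferase in lysates collected 72 h post infection served as the replication measure.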
Tb PYK inh – qHTS of Trypanosoma Brucei Inhibitors. TbPYK enzyme, Kinase-Glo Plus ATP luminescence, 45 min. Potency, µM (series often up to 76.8 µM), inactives show at the highest dose activity, negative = inhibition, most hits filed as inhibitors. 0.12% of 410,000 active. pyruvate kinase (Trypanosoma brucei), Q57TT1. AID 624173, 2012; further: potency means the concentration at half of the fitted maximal effect; nearly all actives have a fitted effect of over 50% in size
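T. brucei PYK with substrate was exposed to pin-transferred compounds across a concentration series, then started with 130 uM ADP (final). After 45 min at room temperature, Kinase-Glo Plus luminescence was read, normalized and curve-fitted.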
LmPK inh – qHTS Assay for Inhibitors of Leishmania Mexicana Pyruvate Kinase (LmPK); purified LmPK, Kinase-Glo ATP luminescence, 1 h; AID 1721, 2009; Q27686; Potency, µM (highest dose often 57.5 µM), without a hit: at the top dose activity change, negative = inhibition, actives largely listed as inhibitors; 0.37% of 290,000 active; further: potency means the concentration at half of the fitted maximal effect
Target sequence (Q27686 whole entry, looked up): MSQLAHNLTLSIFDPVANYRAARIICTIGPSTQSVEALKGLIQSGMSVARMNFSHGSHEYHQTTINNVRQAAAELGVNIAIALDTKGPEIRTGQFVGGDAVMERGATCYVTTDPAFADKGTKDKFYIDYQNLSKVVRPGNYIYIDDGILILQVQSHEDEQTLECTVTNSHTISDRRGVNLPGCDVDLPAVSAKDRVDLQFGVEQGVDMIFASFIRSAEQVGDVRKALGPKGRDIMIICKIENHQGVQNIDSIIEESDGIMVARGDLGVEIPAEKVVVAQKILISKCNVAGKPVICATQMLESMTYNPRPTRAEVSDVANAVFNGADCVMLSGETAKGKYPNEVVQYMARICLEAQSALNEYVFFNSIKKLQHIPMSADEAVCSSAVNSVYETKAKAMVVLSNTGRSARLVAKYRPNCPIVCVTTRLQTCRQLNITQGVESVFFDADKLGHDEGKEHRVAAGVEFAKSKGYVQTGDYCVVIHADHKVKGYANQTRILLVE
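Screened at intermediate enzyme activity to detect both inhibitors and activators: LmPK at 0.1 nM, with a 0.5 nM enzyme column as activation reference. PEP 0.5 mM, ADP 0.1 mM; ATP detected by luminescence after 1 h.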
Active calls of the source: *; ? = inconclusive; · = no result given; [ ] = another dose, or the depositor's remark. Unless noted, the call rests on the fitted dose curve; in most records, active means well fitted curve in the direction sought with a large enough effect; inconclusive means small, poorly fitted or top-dose-only effect, or another doubt; inactive means no such curve, though single readings can be large; an effect the other way counts as inactive or inconclusive. Unless noted, on the % scale 0 is the no-effect control and ±100 the full control effect.

[1] CCOC(=O)CCSCC(=O)N1N=C(c2cccs2)CC1c1ccc(C)cc1 (stereo not drawn)
[2] CC(=O)c1ccc(N2C(=O)[C@@H]3[C@H](C2=O)[C@H]2c4ccccc4C=NN2[C@@H]3C(C)=O)cc1
[3] O=C(NCc1ccccc1)C1CCN(S(=O)(=O)Cc2ccccc2)CC1
[4] COC(=O)c1c(-c2ccc(OC)c(OC)c2)csc1N
[5] Cc1c(C)n(CCC#N)c2ccc(Cl)cc12
[6] CCOc1cc(C(=O)OCC(=O)Nc2ccc(F)cc2Cl)ccc1OCC(=O)N1CCOCC1
[7] CC(C)C(c1nnnn1C1CCCCC1)N1CCCc2ccccc21 (stereo not drawn)
[8] Cc1cc(=O)n2nc(N3CCC(C(=O)NCC(C)c4ccccc4)CC3)sc2n1 (stereo not drawn)

Compound,1,2,3,4,5,6,7,8
AMA1-RON2 inh,-10%,-6%,·,32%[activator],-11%,-8%,-9%,0%
AmpC inh no detg,4%,-7%,·,78%[activator],-6%,-10%,-25%,18%
AmpC inh detg,?,-8%,2%,9%,-11%,?,-3%,1%
HCV inh,-30%,-7%,·,19%,-29%,19%,7%,-4%
HCMV inh,14,33,10,19,1,-20,-23,0
Tb PYK inh,-1%,-1%,1%,12%,13%,-7%,-5%,-3%
LmPK inh,4%,7%,·,4%,-2%,·,4%,1%

[9] CCOC(=O)C1CCN(C(=O)c2sc3ncnc(N4CCC(C)CC4)c3c2C)CC1
[10] OC(CNC1CCCCC1)c1ccccc1 (stereo not drawn)
[11] Cn1cnc2ccc([N+](=O)[O-])cc2c1=O
[12] C/C(=N\N1CCN(C)CC1)c1c(O)n(Cc2ccccc2)c(=O)[nH]c1=O
[13] COc1ccc(CC(=O)NNC(=O)c2ccoc2C)cc1OC
[14] C/C(=N/NS(=O)(=O)c1ccc(CC(C)C)cc1)c1ccncc1
[15] Cc1cccc(N(CC(=O)NC(C)(C)C)C(=O)CCC(=O)Nc2nccs2)c1
[16] CCN1C(=O)N(C)C2(c3ccccc3)N(C)C(=O)N(C)C12c1ccccc1 (stereo not drawn)

Compound,9,10,11,12,13,14,15,16
AMA1-RON2 inh,15%,49%[activator],0%,0%,4%,3%,8%,-3%
AmpC inh no detg,168%[activator],-9%,0%,-9%,-8%,-11%,22%,0%
AmpC inh detg,-7%,-1%,-8%,3%,-2%,-10%,4%,-4%
HCV inh,-21%,18%,9%,29%,10%,?,1%,14%
HCMV inh,9,-3,-9,6,-1,-66*,-36,3
Tb PYK inh,3%,-1%,-13%,-19%,3%,1%,1%,-3%
LmPK inh,5%,6%,0%,-1%,0%,-5%,-1%,-1%

[17] COCCNC(=O)CSc1nc(-c2ccccc2)[nH]c1-c1ccc(C)cc1
[18] COc1cccc2c(C)cc3nnc(SCC(=O)Nc4ccc(C)cc4)n3c12
[19] CCOC(=O)N1CCC(NC(=S)Nc2ccc3nc(N4CCN(CC)CC4)cc(C)c3c2)CC1
[20] COc1ccc(-n2c(=O)c3ccccc3n(Cc3ccccc3Cl)c2=O)cc1
[21] CN(CC(=O)Nc1cccc2ccccc12)C(=O)c1ccc(F)cc1F
[22] CCCn1c(SCC(=O)NNC(=O)c2ccc(C)cc2)nnc1C(C)C
[23] Cn1ccnc1Sc1nnnn1-c1ccccc1
[24] O=C(CN1CCc2cc3c(cc2C1)OCCCO3)Nc1ccc(F)cc1

Compound,17,18,19,20,21,22,23,24
AMA1-RON2 inh,·,·,-11%,·,15%,31%[activator],-5%,10%
AmpC inh no detg,·,·,127%[activator],·,-17%,-16%,-7%,-3%
AmpC inh detg,5%,-1%,1%,8%,8%,4%,1%,?
HCV inh,·,·,-23%,·,7%,0%,21%,-25%
HCMV inh,-25,-35,-9,8,-16,-13,19,?
Tb PYK inh,0%,-12%,4%,-4%,11%,4%,3%,-4%
LmPK inh,·,·,10%,·,·,-4%,1%,-12%

Compound profiles, from the list above. Order of screens: AMA1-RON2 inh, AmpC inh no detg, AmpC inh detg, HCV inh, HCMV inh, Tb PYK inh, LmPK inh
Entry for OC(CNC1CCCCC1)c1ccccc1 (stereo not drawn) = 49%[activator], -9%, -1%, 18%, -3, -1%, 6%
Entry for O=C(NCc1ccccc1)C1CCN(S(=O)(=O)Cc2ccccc2)CC1 = ·, ·, 2%, ·, 10, 1%, ·
Entry for COc1ccc(-n2c(=O)c3ccccc3n(Cc3ccccc3Cl)c2=O)cc1 = ·, ·, 8%, ·, 8, -4%, ·

(further entries)
[25] Cc1ccc(OCCCC(=O)Nc2ccc(Br)cc2)cc1
[26] Cc1nc(-c2cccc(NC(=O)c3ccc(Cl)c(S(=O)(=O)N4CCCC4)c3)c2)cs1
[27] Cc1ccc(CCNC(=O)CN2CCN(Cc3ccccc3F)C2=O)cc1
[28] CN(C)c1ccc(C(C(=O)NCC2CCCO2)N(C(=O)c2snc(C(N)=O)c2N)c2ccccc2)cc1 (stereo not drawn)
[29] CN1CCn2cnc(C(=O)NCc3ccc(CNC(=O)OC(C)(C)C)cc3)c2C1=O
[30] CC(=O)c1ccccc1NC(=O)CCNC(=O)c1ccco1
[31] S=c1[nH]c2ccccc2o1
[32] CC(=O)N1CCN(Cc2nc(C(c3ccccc3)c3ccccc3)no2)CC1

Compound,25,26,27,28,29,30,31,32
AMA1-RON2 inh,-9%,-22%,7%,-8%,-4%,12%,11%,-2%
AmpC inh no detg,-15%,·,27%,-9%,·,-9%,-15%,84%[activator]
AmpC inh detg,?,·,?,8%,·,-9%,-6%,6%
HCV inh,-18%,·,-8%,-1%,·,8%,18%,6%
HCMV inh,25,-27,?,7,6,?,6,-36
Tb PYK inh,-2%,9%,0%,0%,-2%,0%,-13%,-6%
LmPK inh,0%,·,5%,-10%,·,0%,2%,3%

[33] O=C(CCC1CCCC1)NNC(=O)c1ccccc1O
[34] COc1cc([N+](=O)[O-])ccc1NC(=O)CSc1nncn1-c1cccnc1
[35] CCN(CC)C(=O)C1CCCN(c2ccc([N+](=O)[O-])cc2/C=N/NC(=O)c2cccc(O)c2)C1 (stereo not drawn)
[36] CCOc1ccc(CN(C)C(=O)CNC(=O)c2ccc(Br)o2)cc1OC
[37] O=C(NCc1ccccc1)C12CC3CC(CC(Cl)(C3)C1)C2
[38] O=C(COC(=O)Cc1ccccc1)Nc1nnc(-c2ccccc2)o1
[39] C[C@@H](c1ccccc1)N1C[C@@H](COCc2ccccc2)Oc2cc(N3CCC[C@H]3CO)ccc2S1(=O)=O
[40] Oc1ccccc1-c1nnco1

Compound,33,34,35,36,37,38,39,40
AMA1-RON2 inh,41%[activator],-7%,32%[activator],5%,-18%,78%[activator],-10%,0%
AmpC inh no detg,-26%,1%,-16%,0%,-8%,-14%,·,·
AmpC inh detg,?,-15%,-1%,-10%,1%,0%,·,·
HCV inh,5%,-24%,-17%,10%,16%,-6%,·,27%
HCMV inh,2,-4,-3,-15,9,-10,-23,-40
Tb PYK inh,3%,-13%,2%,10%,-3%,-1%,0%,2%
LmPK inh,·,-5%,1%,-1%,7%,·,·,·

[41] COCCNC(=O)C(=O)Nc1ccc2nc3n(c(=O)c2c1)CCCCC3
[42] CC(=O)Nc1ccc2c(c1)C(=O)N(c1cccc3ccccc13)C2=O
[43] COc1ccc(-n2c(O)c(/C=C3\C=Nc4ccc(Br)cc43)c(=O)[nH]c2=O)c(OC)c1
[44] COc1ccc(CNC(=O)CN2C(=O)NC3(CCCCCCC3)C2=O)cc1
[45] c1ccc(N2CCN(c3nc(-c4cccs4)nc4ccccc34)CC2)cc1
[46] CCOC(=O)CSc1cc(C)nc2ccc(OC)cc12
[47] O=C(NCCC1=CCCCC1)c1coc(=O)c(Br)c1
[48] CCNc1nc(Cl)nc(N(NC(C)=O)C(C)CC)n1 (stereo not drawn)

Compound,41,42,43,44,45,46,47,48
AMA1-RON2 inh,·,-7%,-6%,-3%,?,4%,22%,12%
AmpC inh no detg,·,-20%,2%,-2%,-56%,96%[activator],-15%,-4%
AmpC inh detg,16%,-1%,3%,·,-10%,2%,-1%,1%
HCV inh,·,9%,-18%,-9%,?,-4%,?,4%
HCMV inh,24,17,106,-6,?,-23,-103*,-28
Tb PYK inh,1%,-5%,-13%,1%,2%,-3%,-10%,1%
LmPK inh,·,-4%,7%,·,1%,3%,1%,3%

[49] OC(CC1CC12c1ccccc1-c1ncccc12)(c1ccccc1)c1ccccc1 (stereo not drawn)
[50] O=C(Cn1c(=O)n2nc(-c3cccc(F)c3)nc2c2ccccc21)N1CCN(c2ccc(F)cc2)CC1
[51] COc1ccc(-n2c(SC3CCOC3=O)nc3ccccc3c2=O)cc1Cl (stereo not drawn)
[52] O=C(NCC(=O)N1CCN(C(=O)c2ccco2)CC1)c1ccc(Br)cc1
[53] CC(=O)Nc1ccc2c(c1)nc1n2CCOC1
[54] CC1(C)CC(=O)C=C(NNC(=O)c2ccccc2)C1
[55] Cc1nc2ccc(C(=O)NCc3ccc4c(c3)OCO4)cc2s1

Compound,49,50,51,52,53,54,55
AMA1-RON2 inh,-7%,·,9%,8%,9%,-2%[11.6 µM],3%
AmpC inh no detg,3%,·,-16%,-3%,-5%,-34%,7%
AmpC inh detg,-1%,-1%,4%,3%,0%,6%,-6%
HCV inh,?,·,-18%,-11%,5%,8%,14%
HCMV inh,-19,14,14,2,-1,22,13
Tb PYK inh,3%,2%,10%,0%,-20%,6%,3%
LmPK inh,2%,·,6%,-7%,-4%,-1%,1%
